hERG protect: compounds protecting human hERG from proarrhythmic drug block; activation (rescue from dofetilide block), less the hit threshold, % at 10 µM; 310,000 compounds, 0.51% hits; Q12809; CHO-hERG, FluxOR thallium flux, dofetilide IC70 present;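 active = activation above the mean of controls blocked by dofetilide plus 5 SD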;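 note: thallium influx through hERG after potassium depolarization seen as dye fluorescence rise; in these data hits start at about 4.7%; inactives centre near -7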
RGS4 pot: potentiators or activators of RGS4 | AID 463111 | HEK293 M3R/inducible RGS4, carbachol calcium flux Fluo4; active compounds read low | 310,000 compounds, 0.92% hits | B-score at 10 µM;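 active = B-score of the integrated calcium signal more than 4 SD below the library mean, with starting fluorescence not abnormally high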;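 note: negative B-score means reduced calcium response which marks RGS4 activation or potentiation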
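Test system: HEK293 cells with stable M3R and inducible RGS4; also added: carbachol at ECmax as muscarinic agonist stimulus; schedule: dye loading 30 min 37 °C, buffer rest 30 min RT; technique: kinetic calcium fluorescence imaging with Fluo4-AM dye, 2 µM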
HDAC3 inh: human HDAC3 inhibition; O15379; 320,000 compounds, 0.15% hits; inhibition, % at 8.3 µM; recombinant HDAC3, fluorogenic peptide/trypsin coupled, fluorescence; in the data active = inhibition above about 26%, passing the limit was not always enough; inconclusive = no clear call, values can overlap the other calls
KCNQ1 act: potentiates or activates the human KCNQ1 potassium channel; P51787; CHO-K1 KCNQ1, thallium flux FluxOR fluorescence; active compounds read high; B-score at 10 µM; 310,000 compounds, 0.35% hits;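 active = fluorescence ratio B-score, a plate-corrected score, at least three library SD, with initial intensity B-score within 5 SD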
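Assay system: CHO-K1 cells stably expressing KCNQ1. Medium: assay buffer for compound exposure, DMSO matched across wells. Timing: 37 °C overnight plating, 90-min dark dye load, 20-min compound pretreatment. Signal: kinetic FluxOR fluorescence, 10 s baseline plus 110 s post-stimulus.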
KCNQ1 block: inhibitors of human KCNQ1 potassium channel. CHO-K1 KCNQ1, FluxOR thallium flux fluorescence; active compounds read high. B-score at 10 µM. 310,000 compounds, 1.3% hits. AID 2642;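 active = compounds whose thallium flux B-score, printed positive for inhibition, exceeds three library SD while starting fluorescence stays within three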;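 note: channel opened by potassium depolarization with thallium stimulus after 20 min compound exposure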
KCNK9 inh: human KCNK9 channel inhibition. HEK293 KCNK9, FluxOR thallium flux fluorescence; active compounds read low. B-score at 10 µM. 310,000 compounds, 1.2% hits. AID 488922;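 active = ratio B-score over 3 SD below the library mean, with starting fluorescence within 5 SD of its mean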;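 note: negative B-score means less thallium flux so channel inhibition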
Target sequence (Q9NPC2 whole entry, looked up): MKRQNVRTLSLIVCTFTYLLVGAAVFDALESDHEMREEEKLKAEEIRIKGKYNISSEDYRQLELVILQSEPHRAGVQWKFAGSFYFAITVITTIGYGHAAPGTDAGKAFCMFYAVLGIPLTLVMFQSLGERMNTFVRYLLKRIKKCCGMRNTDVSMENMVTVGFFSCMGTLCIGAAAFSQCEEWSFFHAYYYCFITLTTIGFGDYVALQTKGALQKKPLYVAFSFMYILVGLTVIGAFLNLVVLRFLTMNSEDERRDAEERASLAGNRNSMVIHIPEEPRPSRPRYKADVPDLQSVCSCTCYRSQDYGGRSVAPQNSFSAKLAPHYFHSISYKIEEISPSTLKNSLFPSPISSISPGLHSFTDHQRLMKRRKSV
SKKanGAS inh: inhibitors of SKKanGAS S. pyogenes growth in kanamycin (SK-promoter or general growth effect); BacTiter-Glo, 6 h; inhibition, % at 7.5 µM; 300,000 compounds, 1.3% hits;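 active = mean replicate score, as percent of positive control median, at least 50; inconclusive = mean below 50 but one replicate at or above 50; inactive = mean and every replicate below 50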;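 note: strain carries kanamycin resistance gene driven by streptokinase promoter and grows in 40 µg/ml kanamycin; loss of luminescence reflects streptokinase promoter inhibition or plain growth inhibition; 0% = median of DMSO wells and 100% = positive control at its reference dose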
RGS4 inh: inhibitors of human RGS4; P49798; HEK293 M3R/RGS4 inducible, Fluo-4 calcium flux; active compounds read high; triggered by carbachol at its EC20; B-score at 10 µM; 310,000 compounds, 0.45% hits; AID 463165;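 active = B-score, a plate-corrected calcium signal, over three deviations above library mean, with baseline fluorescence within five deviations of library mean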;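 note: RGS4 expression induced by doxycycline in cells with stable M3 receptor; B-score is computed from the integrated fluorescence ratio over baseline after carbachol; higher B-score means a larger calcium signal and so more RGS4 inhibition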
Target sequence (P49798 whole entry, looked up): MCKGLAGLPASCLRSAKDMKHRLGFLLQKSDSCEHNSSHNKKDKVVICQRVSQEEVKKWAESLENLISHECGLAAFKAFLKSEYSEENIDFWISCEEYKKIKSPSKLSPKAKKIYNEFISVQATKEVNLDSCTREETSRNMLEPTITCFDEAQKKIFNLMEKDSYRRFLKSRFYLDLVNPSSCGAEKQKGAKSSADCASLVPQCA
ANO1 block: mouse TMEM16A channel inhibition, primary screen; Q8BHY3; HEK293 TMEM16A/YFP iodide influx fluorescence, ionomycin; normalized B-score (activity score, 25-100; higher = stronger inhibition) at 10 µM; 310,000 compounds, 1.2% hits; AID 588511;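 active = ratio plate-corrected score three or more library SD toward inhibition, starting fluorescence score within five deviations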;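 note: score derived from kinetic fluorescence span divided by baseline fluorescence per well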
ANO1 activ: activators or potentiators of mouse TMEM16A chloride channel. 340,000 compounds, 0.3% hits. HEK293 TMEM16A/YFP-H148Q/I152L, iodide quench fluorescence; active compounds read low. AID 623877. Q8BHY3. B-score at 10 µM;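 active = fluorescence-ratio B-score plate-corrected deviation score at least 3 library SD below zero, with starting fluorescence score within 5 deviations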;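 note: channel opened by trigger with iodide after compound preincubation; score built on the fluorescence ratio of max minus min over baseline; more negative score means more quench and so TMEM16A activation or potentiation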
KCNK3 inh: human KCNK3 channel inhibition, primary screen. O14649. CHO-KCNK3 thallium flux, FluxOR fluorescence; active compounds read low. B-score at 10 µM. 340,000 compounds, 0.84% hits. AID 602410;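 active = B-score under library mean minus 4 SD, starting fluorescence ratio at most library mean plus 5 SD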;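 note: more negative B-score means stronger inhibition of thallium flux through KCNK3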
Target sequence (O14649 whole entry, looked up): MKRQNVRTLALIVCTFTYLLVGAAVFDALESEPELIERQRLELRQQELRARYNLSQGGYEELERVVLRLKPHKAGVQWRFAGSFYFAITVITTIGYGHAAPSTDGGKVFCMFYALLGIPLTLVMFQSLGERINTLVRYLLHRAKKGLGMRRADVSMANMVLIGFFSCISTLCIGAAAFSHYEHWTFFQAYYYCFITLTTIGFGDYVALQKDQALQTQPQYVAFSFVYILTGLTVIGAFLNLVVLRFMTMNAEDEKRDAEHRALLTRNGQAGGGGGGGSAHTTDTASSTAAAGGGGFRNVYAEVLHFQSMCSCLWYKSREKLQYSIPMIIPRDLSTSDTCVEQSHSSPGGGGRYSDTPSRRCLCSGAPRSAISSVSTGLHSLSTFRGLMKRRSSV
Starred values were filed as active, the others as inactive; i = inactive; ? = inconclusive; . = no result given.

Values run as follows: KCNK3 inh | KCNQ1 block | RGS4 pot | ANO1 activ | KCNQ1 act | ANO1 block | KCNK9 inh | hERG protect | SKKanGAS inh | RGS4 inh | HDAC3 inh
(1) CN1C(C(=O)NCc2cccc(C(F)(F)F)c2)CC2Cn3c(nc4ccccc43)C21 (stereo not drawn)
    i | i | i | i | i | i | i | -5.8 | -3.5 | i | 9.5
(2) CCOc1cc(Cl)c(S(=O)(=O)NCc2cccnc2)cc1Cl
    i | i | i | i | i | i | i | -0.2 | 6.3 | i | -11.3
(3) CN(CC(=O)Nc1ccc(S(=O)(=O)N2CCCC2)cc1)Cc1cccc(Cl)c1Cl
    i | i | i | i | i | i | i | -7.8 | 7.9 | i | 13.5
(4) CCOC(=O)c1c(-c2ccccc2)csc1NC(=O)CSc1ccccc1
    i | i | i | i | i | i | i | -14.5 | -24.3 | i | 3.0
(5) Cc1ccc(NC(=O)COC(=O)CNC(=O)c2ccc(Cl)cc2Cl)cc1S(=O)(=O)N1CCOCC1
    -10.7* | i | i | i | i | i | i | -10.0 | -18.5 | i | -4.0
(6) Cc1nc(SCC(=O)c2ccccc2)c(C#N)c(-c2ccco2)c1C(=O)NCc1ccco1
    i | 6* | i | i | i | i | i | -13.9 | 7.0 | i | 8.0
(7) Cc1cc2n(n1)C(c1ccc3c(c1)OCO3)Nc1ccccc1-2 (stereo not drawn)
    i | i | i | i | i | i | i | -17.0 | 0.2 | i | -4.4
(8) CCOc1ccc2[nH]c(=O)c(CN(CC3CCCN3CC)C(=O)NCc3ccccc3)cc2c1 (stereo not drawn)
    i | i | i | i | i | i | i | -4.6 | 1.4 | i | -7.3
(9) COc1ccc(C(=O)NCc2c(C)oc(C)c2C(=O)O)cc1
    i | i | i | i | i | i | i | -9.9 | 3.7 | i | -1.8
(10) COCCNC(=O)c1ccc2c(=O)n(CCOC)c(=O)[nH]c2c1
    i | i | i | i | i | i | i | -11.9 | 5.4 | i | 1.3
(11) O=C(O)C1CC(=O)N(C2CCCCC2)C1c1ccccc1 (stereo not drawn)
    i | i | i | i | i | i | i | -7.4 | -3.7 | i | -9.0
(12) Cn1c(=O)n(C)c2cc(S(=O)(=O)O)ccc21
    i | i | i | i | i | i | i | -3.8 | 3.6 | i | -10.4
(13) CCN(Cc1ccccc1)S(=O)(=O)c1cc2[nH]c(=O)c(=O)[nH]c2cc1C
    i | i | i | i | i | i | i | -7.9 | -3.1 | i | -12.3
(14) COCCNc1nc(N)c([N+](=O)[O-])c(NCCO)n1
    i | i | i | i | i | i | i | -3.0 | -0.8 | i | 3.9
(15) CCOC(=O)N1CCN(C(=O)Cn2ccc3c(OC)cccc3c2=O)CC1
    i | i | i | i | i | i | i | -7.2 | -3.5 | i | 0.6
(16) CCOc1ccccc1C(=O)N(CN1CCCC1=O)c1ccc(C)c(Cl)c1
    i | i | i | i | i | i | i | -9.0 | -0.4 | i | -6.1
(17) Cc1nn(C)c(C)c1NC(=O)CSc1nnc(C)n1-c1ccccc1
    i | i | i | i | i | i | i | -8.5 | -11.5 | i | 1.2
(18) COc1ccccc1/C=C/CN1CC(C)OC(C)C1 (stereo not drawn)
    i | i | i | i | i | i | i | -12.8 | 0.1 | i | -0.4
(19) Cc1cc(C)n(Cc2ccc(C(=O)O)cc2)n1
    i | i | i | i | i | i | i | -1.6 | -7.0 | i | 2.4
(20) Cc1cc2cc(CCNS(C)(=O)=O)c(=O)[nH]c2cc1C
    i | i | i | i | i | i | i | -5.2 | -9.6 | i | -3.3
(21) CP(=O)(COC(=O)c1ccccc1)COC(=O)c1ccccc1
    i | i | i | i | i | i | i | -6.2 | -1.6 | i | 2.1
(22) Cc1ccc(S(=O)(=O)N2CCC(Oc3ccc(-n4cnnn4)cc3)CC2)cc1
    i | i | i | i | i | i | i | -0.9 | 2.0 | i | -7.6
(23) COC(=O)c1[nH]c2ccccc2c1NC(=O)c1ccccc1[N+](=O)[O-]
    i | i | i | i | i | i | i | -4.5 | 2.8 | i | 5.7
(24) CCOc1ccc(NC(=O)c2c3c(nc4ccccc24)CCC3)cc1
    i | i | i | i | i | i | i | -11.4 | -6.8 | i | 14.3
(25) Cc1cc(N/C=C2\CCCCC2=O)no1
    i | i | i | i | i | i | i | -2.5 | 0.9 | i | 1.7
(26) Cn1c(-c2c(N)n(CCCc3ccccc3)c3nc4ccccc4nc23)nc2ccccc21
    -9.17* | i | i | i | i | . | i | -19.1 | 113.4* | i | .
(27) c1ccc(-c2ccc(CN3CCSCC3)cc2)cc1
    i | i | i | i | i | i | i | 1.4 | 1.1 | i | 4.3
(28) CCCC(=O)n1nc(-c2cccnc2)nc1N
    i | i | i | i | i | i | i | -16.8 | 4.5 | i | ?
(29) COc1ccc(Cc2nnc(NC(=O)c3ccc(Cl)c([N+](=O)[O-])c3)s2)cc1
    i | i | i | i | i | i | i | -13.1 | 4.0 | i | -1.3
(30) COC(=O)c1cccc(S(=O)(=O)N(Cc2ccco2)Cc2cc3ccc(OC)cc3[nH]c2=O)c1
    i | i | i | i | i | i | i | -9.9 | . | i | -5.5
(31) CCc1cc2c(NCC(=O)O)ncnc2s1
    i | i | i | i | i | i | i | -4.2 | -2.0 | i | 7.9
(32) CC(=O)C1C(c2ccc(Cl)cc2)NC(=O)NC1(O)C(F)(F)F (stereo not drawn)
    i | i | i | i | i | i | i | -6.1 | 0.8 | i | 1.3
(33) O=C(Nc1ccc(F)cc1F)N1CCCN(c2ccc([N+](=O)[O-])cn2)CC1
    i | i | i | i | i | i | i | -7.7 | 1.8 | i | 1.9
(34) Cc1ccc(N2CCN(C(=O)c3cc(COc4c(C)cccc4C)on3)CC2)c(C)c1
    i | 7* | -7.67* | i | i | i | i | -19.8 | 12.7 | i | 10.3
(35) CCOC(=O)N1CCN(C(=O)c2ccccc2NC(=O)COc2ccccc2C)CC1
    i | i | i | i | i | i | i | -28.1 | -1.7 | i | -3.2
(36) CCCNC(=O)C1CCN(S(=O)(=O)c2ccc3nc4c(c(C(=O)O)c3c2)CCCCC4)CC1
    i | i | i | i | i | i | i | -9.1 | 2.4 | i | .
(37) Cc1cc(C)cc(N(CC(=O)N2CCc3ccccc32)S(=O)(=O)c2c(C)noc2C)c1
    i | i | i | i | i | i | i | -1.6 | 3.8 | i | -1.0
(38) O=C(CCNC(=O)c1ccccc1Cl)Nc1nc(-c2ccc(F)cc2)cs1
    i | i | i | i | i | i | i | -6.5 | 5.6 | i | -2.7
(39) c1ccc2nc(-c3nccs3)ccc2c1
    i | i | i | i | i | i | i | -11.2 | -3.0 | i | 0.1
(40) O=C(NCc1ccco1)C(=S)N1CCCCC1
    i | i | i | i | i | i | i | -8.8 | 0.5 | i | -5.6
(41) CCOC(=O)CSc1nnc(-c2ccc(S(=O)(=O)NCc3cccs3)cc2)o1
    i | i | i | i | i | i | i | -9.9 | -2.2 | i | -5.3
(42) Cc1nnc(NC(=O)c2cc(S(=O)(=O)N3CCCCC3)ccc2Cl)s1
    i | i | i | i | i | i | i | -8.7 | 7.6 | i | 4.7
(43) O=C(c1cccc2ccccc12)N1CCN(c2ccc([N+](=O)[O-])c(NCc3ccco3)c2)CC1
    i | i | i | i | i | i | i | -7.3 | 8.2 | i | -9.3
(44) Cc1ccccc1Nc1nc(-c2sc(NC(=O)c3ccccc3)nc2C)cs1
    . | i | i | . | i | i | i | -10.9 | 19.9 | i | 3.3
(45) N=c1c(C(=O)NCCN2CCOCC2)cc2c(=O)n3ccccc3nc2n1Cc1ccc(F)cc1
    i | i | i | i | i | i | i | -10.3 | -3.1 | i | -0.5
(46) CCCCC(=O)NC(=S)Nc1ccc(S(=O)(=O)N2CCCC2)cc1
    i | i | i | i | i | i | i | -6.2 | -1.3 | i | 3.3
(47) O=C(CCCC(=O)NC1CCCC1)NC1CCCC1
    i | i | i | i | i | i | i | -9.5 | -1.4 | i | -0.2
(48) CCOC(=O)c1ccc(NC(=O)N2CCN(C3CCCCC3)CC2)cc1
    i | i | i | i | i | i | i | -7.7 | -5.1 | i | -0.2
(49) O=C(Nc1ccc2oc(-c3ccncc3)nc2c1)c1ccc2c(c1)OCO2
    i | i | i | i | i | i | i | -7.2 | 5.6 | i | -7.2
(50) Fc1ccc(NCc2cccnc2)cc1F
    i | i | i | i | i | i | i | -3.0 | -6.3 | i | 2.1
(51) Cc1cc(OCCN2CCCCCC2)ccc1[N+](=O)[O-]
    i | i | i | i | i | i | i | -1.3 | -3.5 | i | -15.9
(52) CSC(=NC#N)N1CCN(c2ccccc2)CC1
    i | i | i | i | i | i | i | -20.2 | 0.3 | i | 1.7
(53) CCC(CCC(=O)NNC(=O)Cc1ccc([N+](=O)[O-])cc1)C(=O)O (stereo not drawn)
    i | i | i | i | i | i | i | -9.3 | 8.4 | i | -1.7
(54) O=[N+]([O-])c1ccc(N2CCN(S(=O)(=O)c3ccccc3)CC2)cc1NCc1cccnc1
    i | i | i | i | i | i | i | -5.6 | -11.0 | i | -6.0
(55) CN(C)/C=C/C(=O)c1nn(-c2ccc(F)cc2)ccc1=O
    i | i | i | i | i | i | i | -8.0 | -2.7 | i | 8.2
(56) COc1ccc(-c2[nH]ncc2CNCCCSC)cc1F
    i | i | i | i | i | i | i | -9.0 | 10.0 | i | -0.4
(57) CCCC(C)C(=O)OCC(=O)Nc1c(Br)cc(C)cc1Br (stereo not drawn)
    i | i | i | i | i | i | i | -8.5 | -7.2 | i | 8.4
(58) CC1CC(C)CN(S(=O)(=O)c2ccc(NC(=O)C3COc4ccccc4O3)cc2)C1 (stereo not drawn)
    i | i | i | i | i | i | i | -6.3 | 3.0 | i | 1.4
(59) Cc1ccc(S(=O)(=O)c2cn(C)c3cc(N4CCN(C)CC4)c(F)cc3c2=O)c(C)c1
    i | i | i | i | i | i | i | -7.7 | -1.1 | i | -34.1
(60) COc1ccc(C)cc1NC(=O)NNS(=O)(=O)c1ccc(NC(C)=O)cc1
    i | i | i | i | i | i | i | -6.9 | -2.7 | i | 2.1

Source: PubChem
